HT1080NT lethal – qHTS for induction of synthetic lethality in tumor cells producing 2HG: qHTS for the HT-1080-NT fibrosarcoma cell line | AID 686970, 2013 | Potency, µM (series often up to 46.1 µM), inactives show at the top dose activity, negative = less viability, most hits filed as cytotoxic | 360,000 tested, 1.6% active | HT-1080-NT fibrosarcoma viability, CellTiter-Glo ATP luminescence, 48 h;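 further: NT is the 2HG producing partner of a matched IDH1 knockdown line; potency means the concentration at half of the fitted maximal effect; 0% = DMSO-treated cells and -100% = media-only wells without cells; nearly all actives have a fitted effect of over 55% in size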
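Viability of the 2HG-overproducing fibrosarcoma line after 48 hours of compound exposure at 37 degrees C was determined by luminescence with CellTiter-Glo, and concentration-effect curves were then fitted and categorized.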
ATXN viability – Viability Counterscreen for Primary qHTS for Inhibitors of ATXN expression. Potency, µM (highest dose often 56.7 µM), hits mostly cytotoxic. 400,000 tested, 0.49% active. AID 651635, 2014. S2 cells (HEK-293 line with an ATXN2-luciferase reporter) viability, CellTiter-Fluor protease fluorescence, 24 h; further: potency means the concentration at half of the fitted maximal effect; nearly all actives have a fitted effect of over 40% in size
KB-3-1 tox – qHTS assay for MDR1-selective chemotherapeutics: Primary screen using the parental adenocarcinoma cell KB-3-1 | 400,000 tested, 1.4% active | Potency, µM (series often up to 46.1 µM), without a hit: top-dose activity change, negative = cytotoxic, hits mostly cytotoxic | AID 1347075, 2019 | KB-3-1 viability, CellTiter-Glo ATP luminescence, 72 h; further: potency means the concentration at half of the fitted maximal effect; on the % scale 0 is the no-effect control and ±100 the full control effect; nearly all actives have a fitted effect of over 60% in size
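Cells are dispensed, compounds pinned in, plates held at 37 °C for 72 h, then CellTiter-Glo is added and luminescence read after 10 minutes. Cell line: parental KB-3-1 in phenol-red-free DMEM, 10% FBS.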
KB-V1 cytotox – qHTS assay for MDR1-selective chemotherapeutics: Primary screen using the drug-selected MDR subline cells KB-V1 | AID 1347076, 2019 | Potency, µM (highest dose often 46.1 µM), for inactives: at the top dose activity change, negative = cytotoxicity, usual class: cytotoxic | KB-V1 MDR cells viability, CellTiter-Glo, 72 h | 400,000 tested, 3.4% active; further: potency means the concentration at half of the fitted maximal effect; on the % scale 0 is the no-effect control and ±100 the full control effect; nearly all actives have a fitted effect of over 60% in size
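KB-V1, DMEM (no phenol red) + 10% FBS; cpd pin-transferred, titration series; 72 h, 37 degrees C; CellTiter-Glo, luminescence. Data normalized, curve-fit.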
MCF10A rereplic – A quantitative high throughput screen for small molecules that induce DNA re-replication in MCF 10a normal breast cells | AID 624296, 2012 | Potency, µM (highest dose often 46.1 µM), without a hit: top-dose activity, positive = re-replication, hits mostly activators | MCF 10A DNA re-replication, Hoechst nuclear intensity, 48 h | 350,000 tested, 2.9% active; further: potency means the concentration at half of the fitted maximal effect; % of control where 0% means no effect; nearly all actives have a fitted effect of over 50% in size
HT1080 IDH1KD tx – qHTS for induction of synthetic lethality in tumor cells producing 2HG: qHTS for the HT-1080-IDH1KD cell line; HT-1080 IDH1 knockdown viability, ATP luminescence, 48 h; Potency, µM (titrated, usually from 46.1 µM), for the others: at the top dose activity, negative = toxicity, hits mostly cytotoxic; 360,000 tested, 2% active;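 further: potency means the concentration at half of the fitted maximal effect; 0% = DMSO wells and -100% = cell-free medium wells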
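Luminescent ATP read-out (CellTiter-Glo, 10 min at room temperature) after 48 h compound exposure at 37 °C gave viability of IDH1-knockdown HT-1080 cells. Activity was normalised to DMSO and cell-free wells, then fitted as concentration-response curves.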
ATXN2 expr inh – Primary qHTS for Inhibitors of ATXN expression; HEK-293 ATXN2-luciferase reporter, luminescence, 24 h; Potency, µM (doses to about 57 µM), without a hit: at the highest dose activity change, negative = inhibition, most hits filed as inhibitors; 360,000 tested, 0.72% active; AID 1745845, 2022; further: potency means the concentration at half of the fitted maximal effect; on the % scale 0 is the no-effect control and ±100 the full control effect; nearly all actives have a fitted effect of over 55% in size
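qHTS (up to 57 uM final) was run with 24 h compound exposure of reporter cells at 37 °C. Each well was multiplexed: SteadyGlo luminescence measured ATXN2-luciferase expression after a fluorogenic Gly-Phe-AFC viability readout (25 uM final).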
IL1B secr inh – qHTS for Inhibitors of Inflammasome Signaling: IL-1-beta AlphaLISA Primary Screen; THP-1 LPS/ATP IL-1B secretion, AlphaLISA, 16 h; hits give low values; activity change, % at 57.5 µM; 360,000 tested, 4.7% active; in the data active means activity change below about -50%; inconclusive means mostly about -30% to -49%; further: on the % scale 0 is the no-effect control and ±100 the full control effect
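THP-1 cells pretreated 1 hr with compounds (up to 57.5 uM final), then stimulated with LPS (250 ng/mL final) plus ATP (1.25 mM final); secreted IL-1B measured by AlphaLISA after 16 hr, decreased signal indicating inhibition.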
SW480 rerep – A quantitative high throughput screen for small molecules that induce DNA re-replication in SW480 colon adenocarcinoma cells; SW480 DNA re-replication, Hoechst DNA content imaging, 48 h; Potency, µM (series often up to 46.1 µM), for the others: at the highest dose re-replication activation, hits mostly activators; 340,000 tested, 1.8% active; AID 624297, 2012; further: potency means the concentration at half of the fitted maximal effect; % of control where 0% means no effect; nearly all actives have a fitted effect of over 55% in size
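SW480 cells exposed to compounds for 48 hr at 37 C, 5% CO2, then Hoechst-stained 40 min. Nuclear DNA content imaged by fluorescence scanning (405 nm excitation, 500-530 nm emission); re-replication scored as increased high-intensity nuclei.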
* marks the source's active call; other numbers are inactive results; i = inactive; ? = inconclusive; nt = no result given. Unless noted, the call rests on the fitted dose curve; in most records, active means well fitted curve in the direction sought with a large enough effect; inconclusive means small, poorly fitted or top-dose-only effect, or another doubt; inactive means no such curve, though single readings can be large; an effect the other way counts as inactive or inconclusive.

Short forms: A = HT1080NT lethal; B = ATXN viability; C = KB-3-1 tox; D = KB-V1 cytotox; E = MCF10A rereplic; F = HT1080 IDH1KD tx; G = ATXN2 expr inh; H = IL1B secr inh; I = SW480 rerep
1: COc1cccc(C(=O)COc2ccc3c(C)cc(=O)oc3c2)c1
  A: -20% | B: i | C: ? | D: 3% | E: ? | F: ? | G: -5% | H: -14 | I: ?
2: O=C(NCCN1CCOCC1)C1CCN(S(=O)(=O)N2CCCC2)CC1
  A: 4% | B: ? | C: ? | D: 9% | E: 1% | F: 7% | G: nt | H: 4 | I: -16%
3: Cc1ccc(C(=O)COC(=O)c2cc(-c3cccs3)nc3ccccc23)cc1
  A: nt | B: i | C: -1% | D: 1% | E: nt | F: nt | G: 35% | H: nt | I: nt
4: CCC(c1nnnn1-c1ccc2c(c1)OCCO2)N1CCN(c2cc(C)ccc2C)CC1 (configuration not stated)
  A: ? | B: i | C: ? | D: ? | E: nt | F: ? | G: -28% | H: 7 | I: nt
5: Cc1nc2ccccc2nc1OCC(=O)Nc1ccc(F)cc1
  A: -3% | B: nt | C: 4% | D: ? | E: -7% | F: -5% | G: 13% | H: ? | I: 2%
6: CCn1c(=O)c(C(=O)NCc2cccnc2)c(O)c2ccccc21
  A: 0% | B: i | C: ? | D: ? | E: 9% | F: 0% | G: -11% | H: 2 | I: -7%
7: COC(=O)C1(NC(=O)NC2CCCCC2)CCCCC1
  A: 7% | B: i | C: 0% | D: 20% | E: -1% | F: 25% | G: -25% | H: 28 | I: -7%
8: CN(C)CC(O)COC(c1ccccc1)c1ccccc1 (configuration not stated)
  A: -3% | B: i | C: -2% | D: -2% | E: 2% | F: 0% | G: -19% | H: -19 | I: -13%
9: CC(=O)c1cccc(N2C(=O)CC(N3CCN(S(=O)(=O)c4ccccc4F)CC3)C2=O)c1 (configuration not stated)
  A: 1% | B: i | C: -3% | D: 23% | E: 1% | F: 9% | G: 1% | H: 13 | I: 1%
10: O=C(N/N=C1\CCc2ccccc21)c1ccc(O)cc1
  A: -7% | B: i | C: 2% | D: -22% | E: -6% | F: -1% | G: 8% | H: -4 | I: -1%

Five records drawn at random from those above:
Short forms: A = HT1080NT lethal; B = ATXN viability; C = KB-3-1 tox; D = KB-V1 cytotox; E = MCF10A rereplic; F = HT1080 IDH1KD tx; G = ATXN2 expr inh; H = IL1B secr inh; I = SW480 rerep
6: CCn1c(=O)c(C(=O)NCc2cccnc2)c(O)c2ccccc21
  A: 0% | B: i | C: ? | D: ? | E: 9% | F: 0% | G: -11% | H: 2 | I: -7%
3: Cc1ccc(C(=O)COC(=O)c2cc(-c3cccs3)nc3ccccc23)cc1
  A: nt | B: i | C: -1% | D: 1% | E: nt | F: nt | G: 35% | H: nt | I: nt
9: CC(=O)c1cccc(N2C(=O)CC(N3CCN(S(=O)(=O)c4ccccc4F)CC3)C2=O)c1 (configuration not stated)
  A: 1% | B: i | C: -3% | D: 23% | E: 1% | F: 9% | G: 1% | H: 13 | I: 1%
4: CCC(c1nnnn1-c1ccc2c(c1)OCCO2)N1CCN(c2cc(C)ccc2C)CC1 (configuration not stated)
  A: ? | B: i | C: ? | D: ? | E: nt | F: ? | G: -28% | H: 7 | I: nt
8: CN(C)CC(O)COC(c1ccccc1)c1ccccc1 (configuration not stated)
  A: -3% | B: i | C: -2% | D: -2% | E: 2% | F: 0% | G: -19% | H: -19 | I: -13%

New compounds follow
Short forms: A = HT1080NT lethal; B = ATXN viability; C = KB-3-1 tox; D = KB-V1 cytotox; E = MCF10A rereplic; F = HT1080 IDH1KD tx; G = ATXN2 expr inh; H = IL1B secr inh; I = SW480 rerep
11: Cc1ccc(Nc2nc(N)nc(CN3CCN(C(=O)c4ccco4)CC3)n2)cc1Cl
  A: -6% | B: i | C: -4% | D: 0% | E: ? | F: -8% | G: 9% | H: -23 | I: -4%
12: CC(=O)c1c(C)oc2ccc(NS(=O)(=O)c3ccccc3)cc12
  A: -7% | B: i | C: -1% | D: ? | E: -12% | F: -16% | G: -17% | H: 40 | I: -9%
13: Cc1ccccc1/C(N)=N/OC(=O)N1c2ccccc2Sc2ccccc21
  A: -13% | B: i | C: -15% | D: 5% | E: -10% | F: -23% | G: ? | H: -7 | I: -1%
14: C[C@H](CO)N1C[C@H](C)[C@@H](CN(C)S(C)(=O)=O)Oc2ccc(NC(=O)c3ccncc3)cc2C1=O
  A: 20% | B: i | C: 19% | D: 7% | E: 10% | F: 17% | G: -3% | H: 2 | I: 0%
15: CCCN1c2cccc3cccc(c23)S1(=O)=O
  A: 0% | B: i | C: 10% | D: 3% | E: 4% | F: -6% | G: 4% | H: -18 | I: -1%
16: CCC(C)N(C(=O)COC(=O)CN=C1NS(=O)(=O)c2ccccc21)C1CCS(=O)(=O)C1 (configuration not stated)
  A: 2% | B: i | C: -3% | D: -9% | E: 2% | F: -2% | G: nt | H: -18 | I: -4%
17: Cc1nnsc1C(=O)Nc1ccc(S(=O)(=O)N2CCC(C)CC2)cc1
  A: -15% | B: i | C: -12% | D: -12% | E: 18% | F: -9% | G: -13% | H: -55* | I: 4%
18: CC(C)Nc1c(N)c(=O)oc2ccccc12
  A: 2% | B: i | C: -3% | D: ? | E: -6% | F: 0% | G: 2% | H: 12 | I: 0%
19: CC1(C)CC(=O)N(CC(=O)N2CCN(c3ncccn3)CC2)c2ccccc2S1(=O)=O
  A: -3% | B: i | C: 7% | D: 5% | E: 2% | F: -6% | G: -6% | H: -23 | I: 0%
20: CC(=O)c1nn(-c2ccc(C)cc2)cc1C(=O)c1cccc(Br)c1
  A: 5% | B: i | C: -7% | D: 3% | E: 0% | F: 5% | G: -13% | H: 20 | I: -10%

Full records, looked up by structure.
Profile of CC(=O)c1c(C)oc2ccc(NS(=O)(=O)c3ccccc3)cc12 = HT1080NT lethal = -7%; ATXN viability = i; KB-3-1 tox = -1%; KB-V1 cytotox = ?; MCF10A rereplic = -12%; HT1080 IDH1KD tx = -16%; ATXN2 expr inh = -17%; IL1B secr inh = 40; SW480 rerep = -9%
Profile of Cc1nnsc1C(=O)Nc1ccc(S(=O)(=O)N2CCC(C)CC2)cc1 = HT1080NT lethal = -15%; ATXN viability = i; KB-3-1 tox = -12%; KB-V1 cytotox = -12%; MCF10A rereplic = 18%; HT1080 IDH1KD tx = -9%; ATXN2 expr inh = -13%; IL1B secr inh = -55*; SW480 rerep = 4%

The listing continues.
Short forms: A = HT1080NT lethal; B = ATXN viability; C = KB-3-1 tox; D = KB-V1 cytotox; E = MCF10A rereplic; F = HT1080 IDH1KD tx; G = ATXN2 expr inh; H = IL1B secr inh; I = SW480 rerep
21: COC(=O)CN(c1ccc(F)cc1)S(=O)(=O)c1ccccc1
  A: 8% | B: i | C: 0% | D: 12% | E: 0% | F: 4% | G: -4% | H: 15 | I: -3%
22: CCOc1ccc(C(=O)NC2CCN(C(=O)N3CCCC3)CC2)cc1
  A: 14% | B: i | C: 0% | D: -4% | E: -3% | F: 15% | G: -3% | H: -4 | I: 6%
23: Cc1cc(C)c2c(C)[nH]nc2n1
  A: 10% | B: i | C: 1% | D: ? | E: 1% | F: 0% | G: -17% | H: -4 | I: -15%
24: COc1ccc(N2C(=O)CC(NCc3cccc(F)c3)C2=O)cc1 (configuration not stated)
  A: 7% | B: i | C: 7% | D: 10% | E: -2% | F: 9% | G: 1% | H: 8 | I: 0%
25: CCCNC(=O)C1(C)CCN(C(=O)c2cc(C)nn2C(C)(C)C)C1 (configuration not stated)
  A: 20% | B: i | C: 0% | D: 3% | E: nt | F: 16% | G: -10% | H: -13 | I: nt
26: COc1cccc(NC2c3ccccc3C(=O)N2Cc2ccco2)c1 (configuration not stated)
  A: -5% | B: i | C: -11% | D: -24% | E: 13% | F: -2% | G: -8% | H: 0 | I: -3%

IL1B secr inh, entries above that show a hit.
entry | SMILES | IL1B secr inh | SW480 rerep
17 | Cc1nnsc1C(=O)Nc1ccc(S(=O)(=O)N2CCC(C)CC2)cc1 | -55* | 4%

No enrichment for hits; overall some 11% were active at least once.
